From PubChem
AMA1-RON2 inh = disrupts binding of P. falciparum AMA1 to RON2; AlphaScreen AMA1-biotinylated RON2 peptide binding; Potency, µM (titrated, usually from 58.2 µM), inactives show at the top dose activity change, negative = inhibition, most hits filed as inhibitors; 360,000 tested, 0.2% active; AID 720542;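 further: potency means the concentration at half of the fitted maximal effect; 0% = vehicle wells and -100% = peptide control; nearly all actives have a fitted effect of over 45% in size; some results filed as inactive show a strong effect at the top dose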
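AMA1 (3D7) with his tag at 25 nM final met compounds first, then biotinylated RON2 peptide at 25 nM; detection used donor plus acceptor beads, 10 µg/mL apiece, read by AlphaScreen after 30 min at room temperature.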
Cycloheximide cs = counter-screen for Shiga toxin inhibitors: cycloheximide protein synthesis inhibition. AID 2314. max response, %. cell reporter, cycloheximide protein synthesis inhibition counterscreen. 300,000 tested, 12% active; in the data active means max response mostly above about 13%, no sharp cut-off; inactive means mostly below about 14%; further: read at 38.3 µM for the half of the compounds with a filed dose; 0% is about no effect
Shiga toxin inh = inhibitors of Shiga toxin in Vero cells; Vero cells, Shiga toxin protein synthesis inhibition reporter; 290,000 tested, 9.2% active; inhibition, % at 38.7 µM; in the data active means inhibition mostly above about 28%, no sharp cut-off; inactive means mostly below about 43%; further: 0% is about no effect
Tb PYK inh = T. brucei pyruvate kinase inhibition. AID 624173. 410,000 tested, 0.12% active. Q57TT1. TbPYK enzyme, Kinase-Glo Plus ATP luminescence, 45 min. Potency, µM (series often up to 76.8 µM), inactives show at the highest dose activity, negative = inhibition, hits mostly inhibitors; further: potency means the concentration at half of the fitted maximal effect; on the % scale 0 is the no-effect control and ±100 the full control effect; nearly all actives have a fitted effect of over 50% in size
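TbPYK + substrate in 50 mM TEA pH 7.2, 100 mM KCl, 10 mM MgCl2, 0.05% BSA, 0.01% Tween-20; cpd pinned; ADP 130 uM final; 45 min RT; Kinase-Glo Plus 10 min; luminescence endpoint.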
Pf growth 48h = inhibits P. falciparum growth in the first generation, 48 h | Potency, µM (top dose mostly 28.7 µM), for inactives: top-dose activity change, negative = inhibition, actives largely listed as inhibitors | 310,000 tested, 5.9% active | P. falciparum luciferase growth in erythrocytes, 48 h; further: potency means the concentration at half of the fitted maximal effect; on the % scale 0 is the no-effect control and ±100 the full control effect
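Parasite viability was followed by luminescence of a genomically integrated firefly luciferase. Cultures held 0.1% parasitemia at 2% hematocrit (final), incubated under 5% CO2 at 37 C.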
LmPK inh = blocks Leishmania mexicana pyruvate kinase activity. 290,000 tested, 0.37% active. Potency, µM (doses to about 57.5 µM), for inactives: at the highest dose activity change, negative = inhibition, actives largely listed as inhibitors. purified LmPK, Kinase-Glo ATP luminescence, 1 h; further: potency means the concentration at half of the fitted maximal effect; on the % scale 0 is the no-effect control and ±100 the full control effect
Target sequence (Q27686 whole entry, looked up): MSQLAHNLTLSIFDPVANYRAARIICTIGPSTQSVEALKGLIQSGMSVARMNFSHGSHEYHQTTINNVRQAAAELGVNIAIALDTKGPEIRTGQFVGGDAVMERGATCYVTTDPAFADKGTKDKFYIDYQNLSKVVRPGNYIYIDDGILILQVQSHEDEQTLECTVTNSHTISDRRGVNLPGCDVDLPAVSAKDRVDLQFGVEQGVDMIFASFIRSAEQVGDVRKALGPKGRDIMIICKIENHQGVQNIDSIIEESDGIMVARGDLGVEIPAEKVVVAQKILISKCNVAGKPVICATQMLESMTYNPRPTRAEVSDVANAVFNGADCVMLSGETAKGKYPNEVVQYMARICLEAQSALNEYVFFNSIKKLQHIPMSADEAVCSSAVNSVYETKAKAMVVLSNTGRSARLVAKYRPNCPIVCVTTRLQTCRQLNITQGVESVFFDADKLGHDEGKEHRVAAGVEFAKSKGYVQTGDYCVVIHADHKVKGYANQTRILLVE
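0.1 nM LmPK, 0.5 mM PEP, 0.1 mM ADP; 50 mM imidazole pH 7.2, 7 mM MgCl2, 50 mM KCl; 1 h RT. Kinase-Glo luminescence readout, normalized to no-enzyme (full inhibition) and uninhibited wells.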
Pf growth 96h = P. falciparum growth inhibition at 96 hour, primary screen for plastid delayed-death inhibitors | 320,000 tested, 6.9% active | Potency, µM (series often up to 28.7 µM), without a hit: top-dose activity change, negative = inhibition, hits mostly inhibitors | P. falciparum luciferase reporter growth, 96 h; further: potency means the concentration at half of the fitted maximal effect; on the % scale 0 is the no-effect control and ±100 the full control effect
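Infected RBCs, 2% Hct / 0.05% parasitemia final; luciferase-reporter P. falciparum; cpd 96 h, 37 C, 5% CO2; luciferase detection reagent; luminescence.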
* = called active by the depositor; ? = inconclusive; . = no result given; + = active, no number; [ ] = dose if it differs, or a comment. Unless noted, the call rests on the fitted dose curve; in most records, active means well fitted curve in the direction sought with a large enough effect; inconclusive means small, poorly fitted or top-dose-only effect, or another doubt; inactive means no such curve, though single readings can be large; an effect the other way counts as inactive or inconclusive. Hits appear at their usual frequency; overall some 21% were active at least once.

SMILES	AMA1-RON2 inh	Cycloheximide cs	Shiga toxin inh	Tb PYK inh	Pf growth 48h	LmPK inh	Pf growth 96h
CCC(Cc1ccccc1)NS(=O)(=O)c1c(C)nc2scc(C)n2c1=O (centres undefined)	-1%	-6	-11	-5%	-3%	1%	16%
CCCSc1nsc(SCCC)c1C(N)=O	8%	-4	38	-10%	-4%	-2%	13%
CCNC(=S)NS(=O)(=O)c1ccc(CC)cc1	2%	-1	-20	1%	7%	0%	?
COc1ccc(Nc2nc(N)nc(CSC(=S)N3CCOCC3)n2)cc1	1%	39*	67*	-3%	35%[activator]	0%	14%
OCC1(CCOc2ccccc2)CCN(Cc2ccccc2C(F)(F)F)CC1	-7%	-1	-4	2%	22%	-1%	8.3µM*
O=C(CSc1nc(-c2ccccc2)c(-c2ccccc2)[nH]1)NCCN1C(=O)CSC1=O	20%	-3	26	-1%	17%	4%	35%[activator]
Cc1cccc(Nc2nc(N)c([N+](=O)[O-])c(N3CC(C)OC(C)C3)n2)c1 (centres undefined)	-7%	-5	-2	-3%	?	9%	?
CCC(=O)N(NC1=NS(=O)(=O)c2ccccc21)S(=O)(=O)c1ccc(C)cc1	24%	0	16	-3%	-14%	-1%	.
CCc1nc2ccccc2n1CCC(C)C	-12%	-2	-5	-11%	-9%	0%	-14%
N#CCCSc1ccccc1NC(=O)c1ccc(S(=O)(=O)N2CCCC2)cc1	.	4	6	.	?	18%	9%
O=C(Cc1ccccc1)OCCN1CCOCC1	-4%	1	-3	-7%	7%	-6%	?
O=C(OCc1nc2ccccc2s1)c1ccco1	14%	36*	90*	-2%	118%[activator]	-3%	?
CCOC(=O)CCn1c(=S)n(CCC(=O)OCC)c2ccccc21	9%	-3	-12	9%	3.7µM*	1%	42%[activator]
O=C(CN(Cc1ccccc1)S(=O)(=O)c1ccc2c(c1)OCCO2)N/N=C/c1cccc(Br)c1	-11%	-1	-8	5%	?	0%	-14%
COC(=O)c1ccc(CN2CCN(CC(C)C)C(CCO)C2)cc1 (centres undefined)	-3%	0	17	-9%	-9%	-1%	?
COc1ccc(C(C#N)Nc2ccccc2C)cc1 (centres undefined)	-3%	2	-10	.	37%[activator]	0%	41%[activator]
Cc1cccc(C(=O)OCC(=O)NC(=O)NCc2ccccc2)c1	22%	.	.	1%	5%	.	14%
CCOC(=O)N1CCN(C(=O)CNC(=O)Cc2ccc(Cl)cc2)CC1	11%	-2	-3	-1%	8%	-2%	-17%
Cc1cc(/C(N)=N/OC(=O)Nc2cccc(C(F)(F)F)c2)no1	-9%	6	1	0%	?	4%	0%
CCc1ccc(/C=N/NC(=O)c2cc(-c3ccccc3OC)nc3ccccc23)s1	54%[activator]	2	-3	6%	.	4%	2.6µM*
COc1ccc(CN2CCSCC2)c(OC)c1C	-19%	1	9	18%	-15%	1%	?
Cn1cnnc1-c1cccc(NS(=O)(=O)c2ccc(N3CCCC3=O)cc2)c1	-1%	-2	9	11%	-1%	5%	-9%
CCOC(=O)c1ccc(NC(=O)Nc2ncc(Cl)cc2Cl)cc1	.	17*	22	.	4%	-2%	9%
COc1ccc(OCCCC(=O)Nc2ccc(S(=O)(=O)N3CCOCC3)cc2)cc1	-4%	.	.	0%	?	.	?
Cc1ccc(NC(=O)CSc2nnc(C)n2-c2ccccc2)cc1	8%	-4	22	2%	35%[activator]	1%	229%[activator]
CCOC(=O)C1=C(C)N=c2s/c(=C\c3cccc(OCC(=O)O)c3)c(=O)n2C1c1ccccc1OC (centres undefined)	42%[activator]	-2	-6	1%	?	0%	?
CC(=O)Nc1cccc(NC(=O)c2ccc3c(c2)CCN3S(=O)(=O)c2ccccc2)c1	-11%	-1	-2	0%	?	6%	?
COc1cccc(C2CC(c3ccccc3Cl)n3nnnc3N2)c1 (centres undefined)	42%[activator]	-4	-4	0%	8%	0%	17%
Cc1ccc(C(=O)COc2nc(C)cc(C)c2C#N)cc1	38%[activator]	-3	18	-12%	-16%	11%	?
Cn1c(NC(=O)c2cccnc2)nc2ccccc21	66%[activator]	38*	+	-7%	?	?	17%

Fetched one by one from the list above, two records:
SMILES	AMA1-RON2 inh	Cycloheximide cs	Shiga toxin inh	Tb PYK inh	Pf growth 48h	LmPK inh	Pf growth 96h
CCOC(=O)c1ccc(NC(=O)Nc2ncc(Cl)cc2Cl)cc1	.	17*	22	.	4%	-2%	9%
CCOC(=O)N1CCN(C(=O)CNC(=O)Cc2ccc(Cl)cc2)CC1	11%	-2	-3	-1%	8%	-2%	-17%

Further compounds
SMILES	AMA1-RON2 inh	Cycloheximide cs	Shiga toxin inh	Tb PYK inh	Pf growth 48h	LmPK inh	Pf growth 96h
CCCN1CCN(c2nc(-c3cccs3)nc3ccccc23)CC1	-22%	-3	-9	-1%	?	0%	?
CC(C)c1nnc(NC(=O)c2ccc(N3C(=O)CCC3=O)cc2)s1	-4%	-2	0	4%	-29%	-9%	0%
O=C1NC(=O)N(Cc2ccccc2)C(=O)/C1=C/N1CCCc2ccccc21	62%[activator]	2	-6	-9%	1%	-1%	52%[activator]
COc1ccc(C2(C(=O)N3CCOCC3)CCOCC2)cc1OC	2%	-1	11	-16%	2%	3%	.
COc1ccc(C(=O)/C=C/c2ccsc2)cc1CSCC(=O)O	-11%	-2	-11	9%	?	-7%	6.6µM*
COc1ccccc1CN1C(=O)c2ccccc2C1C(=O)NC1CCC(C)CC1 (centres undefined)	-10%	-3	-4	2%	?	13%	?
Cc1ccc(-c2nnc(N3CCN(C(=O)c4cccs4)CC3)c3ccccc23)cc1	-8%	2	-6	3%	8.3µM*	4%	4.7µM*
CCOC(=O)c1cccc(NC(=O)C2CCCN(S(=O)(=O)c3c(C)n[nH]c3C)C2)c1 (centres undefined)	7%	1	6	3%	7%	5%	?
O=C(CSc1ncn[nH]1)Nc1nsc(-c2ccccc2)n1	-11%	15	79	-8%	42%[activator]	-6%	43%[activator]
CC1Cc2ccccc2N1C(=O)CSc1nnc(-c2ccccc2)c(-c2ccccc2)n1 (centres undefined)	-20%	-2	-3	-3%	0%	4%	-7%
CCN(CC)c1nc2c(c(=O)n(C)c(=O)n2C)n1CC(=O)c1ccccc1	-14%	4	-4	1%	-3%	1%	-16%
Cc1ccc(CN(C(=O)c2ccc([N+](=O)[O-])cc2)C2CCS(=O)(=O)C2)o1 (centres undefined)	-9%	-5	-8	3%	6%	0%	10%
Cc1cccc(N(CC(=O)NC2CCCC2)C(=O)c2csnn2)c1C	-6%	-6	4	0%	8%	-3%	36%[activator]
Oc1ccccc1N1CCN(c2nnnn2-c2ccccc2)CC1	19%	-1	13	-14%	?	0%	-17%
CCCCCOC(=O)C(C)Sc1n[nH]c(=O)[nH]c1=O (centres undefined)	-8%	7	-19	2%	-2%	1%	30%
O=C(OCCCc1cc2ccccc2c(=O)o1)c1ccc(F)cc1	13%	.	.	-1%	73%[activator]	.	70%[activator]
O=C(Cn1[nH]c(=O)c2ccccc2c1=O)NC1CCN(Cc2ccccc2)CC1	-13%	-6	9	5%	14%	0%	163%[activator]
CCCCn1c(N)c(N(CC(C)C)C(=O)c2cc(=O)[nH]c3ccccc23)c(=O)[nH]c1=O	-17%	.	.	2%	?	.	-5%
CC(=O)Nc1ccc(C(=O)Nc2cccc(-c3cnc4ccccc4n3)c2)cc1	-10%	18	30	8%	9%	2%	46%[activator]
CC(C)CC1NC(=O)N(CC(=O)Nc2cccc(Br)c2)C1=O (centres undefined)	-3%	.	.	2%	-29%	.	13%
CC1CN(c2nnnn2-c2ccccc2)CC(C)O1 (centres undefined)	5%	-3	-13	-6%	13%	-1%	19%
COc1cc2c(cc1OC)CN(C(=O)c1ccc(S(=O)(=O)N3CCCC3)cc1)CC2	-10%	1	-10	-2%	-14%	1%	-20%
CCOCCCNC(=O)C(NC(=O)c1ccc2c(c1)OCO2)c1ccc(OC)cc1 (centres undefined)	-7%	-1	-4	14%	12%	3%	-5%
COc1cc(C(=O)NC(C)Cc2cccs2)cc(OC)c1OC (centres undefined)	32%[activator]	-3	-5	1%	-10%	4%	-13%
O=C(OC(C(=O)Nc1ccc(Cl)cc1C(F)(F)F)c1ccccc1)c1c(Cl)cccc1Cl (centres undefined)	-1%	1	-9	-2%	12µM*	0%	0%
CCOc1ccccc1NC(=O)C1CCC(CNc2c(N3CCCCC3)c(=O)c2=O)CC1 (centres undefined)	6%	-2	-5	4%	?	-6%	?
CCCC(=O)Nc1nc2ccc(OCC)cc2s1	0%	46*	73*	1%	0%	-7%	10%
O=C(CN1CCN(S(=O)(=O)c2ccc(Br)cc2)CC1)Nc1ccccc1C(=O)c1ccccc1	17%	-1	-3	5%	13µM*	4%	?
O=C(N/N=C1\CCc2ccccc21)c1ccccc1Cl	8%	53*	96*	-1%	120%[activator]	-9%	132%[activator]
COC(=O)c1[nH]c2ccccc2c1NC(=O)Oc1ccccc1	-4%	8	32	-26%	.	-9%	78%[activator]
CCc1ccc(C(CC(=O)O)N2Cc3ccccc3C2=O)cc1 (centres undefined)	15%	-5	-2	2%	16%	1%	0%
CCC(=O)Nc1nc2nc(-c3ccccc3)cc(=O)n2[nH]1	4%	4	-5	-9%	19%	-6%	29%
COc1ccc(/C=N/Nc2nnc(-c3ccccc3)c(=O)[nH]2)cc1	15%[2.32 µM]	3	2	-1%	20%	0%	?
Cc1ccc(NC(=O)COC(=O)CCC(=O)c2cccs2)cc1	10%	-3	-4	2%	22%	0%	26%
CC(=O)c1c(OC(=O)c2ccccc2)ccnc1C(F)(F)F	-1%	.	.	2%	-20%	.	-6%
CCCNC(=O)c1ccc(N2CCC3(CC2)CC(c2cccc(Br)c2)=NO3)c(NC(=O)c2ccco2)c1	-15%	.	.	-8%	0.74µM*	.	0.37µM*
Nc1nc(Cn2nnc(-c3ccccc3Cl)n2)nc(N2CCOCC2)n1	24%	-1	-15	0%	14%	6%	?
CN(/N=C/c1cccnc1)C1=NS(=O)(=O)c2ccccc21	0%	-1	10	-1%	13%	-1%	?
COc1ccc(OCC(=O)OCC(=O)c2ccc(OC)c(F)c2)cc1	-6%	.	.	2%	27%	.	-1%
CC(C)(C)[C@@H]1C=C(C(=O)N2CCN(Cc3ccccc3)CC2)O[C@H](OCc2ccc(CO)cc2)C1	-2%	-1	-15	-4%	?	5%	15µM*
COc1ccc(CNC(=O)CCC(=O)c2ccccc2)cc1	-2%	.	.	0%	15µM*	.	-28%
CCOC(=O)c1ccccc1NC1OC(=O)c2ccccc21 (centres undefined)	5%	-3	-4	1%	9%	3%	?
N#Cc1cnc2c(-c3ccccc3)c(-c3ccccc3)nn2c1N	57%[activator]	-2	-15	-27%	0%	-2%	?
CSCCC(NS(=O)(=O)c1ccc2c(c1)oc(=O)n2C)C(=O)NC1CCN(Cc2ccccc2)CC1 (centres undefined)	-11%	18	-15	2%	8%	0%	1.9µM*
COc1ccc(-c2occ(C(=O)O)c2C(=O)O)cc1	11%	15	33	.	16%	-26%	.
O=C(N/C(=C/c1ccc(Cl)cc1)c1nc2ccccc2[nH]1)c1ccco1	9%	-1	-18	-4%	6%	6%	214%[activator]
CC(C)CC(=O)Nc1ccc(OCC(=O)O)cc1	6%	-5	-1	3%	0%	-4%	.
COc1ccc(NC(=O)CSc2nnc3ccc(-c4cccnc4)nn23)cc1	-22%	.	.	-7%	7%	.	-24%
